Screens as filed in PubChem.
USP1 inh: Inhibitors of USP1/UAF1: Primary Screen. Ubiquitin carboxyl-terminal hydrolase 1 (Homo sapiens), O94782. AID 743255, 2014. recombinant USP1/UAF1, Ub-Rhodamine cleavage fluorescence. 390,000 tested, 0.23% active. Potency, µM (series often up to 57.1 µM), for the others: top-dose activity change, negative = inhibition, most hits filed as inhibitors; also: potency is read from the fitted curve at half-maximal effect; % is scaled to controls: 0 for no effect and ±100 for the full control effect; nearly all actives have a fitted effect of over 60% in size; inactives centre near -12
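In this screen, compounds sit with the deubiquitinase complex (1nM) for 15 min at room temperature before Ub-Rho is added at 150nM final. Fluorescence rise is then followed for 6 reads every 60 seconds.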
D2 antagonist: HTS Assay for Allosteric Antagonists of the Human D2 Dopamine Receptor: Primary Screen for Antagonists | AID 485344, 2010 | HEK293 TREx D2 cells, calcium flux, dopamine EC80 | inhibition, % at 10 µM | 340,000 tested, 2% active | D(2) dopamine receptor (Homo sapiens), P14416; in the data active = inhibition above about 30%; also: 0% is about no effect
Target sequence (P14416 whole entry, looked up): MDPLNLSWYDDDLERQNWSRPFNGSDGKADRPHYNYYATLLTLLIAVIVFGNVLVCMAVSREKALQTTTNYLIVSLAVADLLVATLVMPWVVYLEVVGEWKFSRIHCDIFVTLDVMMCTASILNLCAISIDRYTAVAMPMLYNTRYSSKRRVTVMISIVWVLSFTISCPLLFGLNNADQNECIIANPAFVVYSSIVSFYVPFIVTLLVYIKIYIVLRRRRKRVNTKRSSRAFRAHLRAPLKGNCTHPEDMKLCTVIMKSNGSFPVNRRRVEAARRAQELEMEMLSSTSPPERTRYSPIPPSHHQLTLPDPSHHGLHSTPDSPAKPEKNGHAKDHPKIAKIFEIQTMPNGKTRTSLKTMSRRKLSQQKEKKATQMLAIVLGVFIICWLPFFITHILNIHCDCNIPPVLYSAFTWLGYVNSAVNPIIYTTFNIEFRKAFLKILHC
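In this primary screen, negative modulation is detected by tracking calcium flux after an EC80 dopamine challenge in inducible HEK293 T-REx D2 cells preexposed to test compound for 180 s.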
TRHR ag: qHTS for Small Molecule Agonists and Allosteric Enhancers of Human TRH Receptor: Primary Screen for Agonists | 360,000 tested, 0.18% active | TRHR cells, calcium flux fluo-8, FDSS agonist mode | activation, % at 2 µM | AID 493084, 2011 | Thyrotropin-releasing hormone receptor (Homo sapiens), P34981; in the data active = activation above about 30%; also: 0% is about no effect
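Fluo-8-loaded TRHR cells; 10 s baseline, compound added, kinetic Ca2+ fluorescence read 1/s, agonist mode.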
IDH1 R132H inh: qHTS for Inhibitors of mutant isocitrate dehydrogenase 1 (IDH1): qHTS; IDH1-R132H enzyme, NADPH consumption, diaphorase/resazurin fluorescence; AID 602179, 2012; 390,000 tested, 0.093% active; Isocitrate dehydrogenase [NADP] cytoplasmic (Homo sapiens), O75874; Potency, µM (top dose mostly 76.6 µM), without a hit: at the highest dose activity change, negative = inhibition, hits mostly inhibitors; also: potency is read from the fitted curve at half-maximal effect; % is scaled to controls: 0 for no effect and ±100 for the full control effect; nearly all actives have a fitted effect of over 65% in size
Target sequence (O75874 whole entry R132H, stated change not applied): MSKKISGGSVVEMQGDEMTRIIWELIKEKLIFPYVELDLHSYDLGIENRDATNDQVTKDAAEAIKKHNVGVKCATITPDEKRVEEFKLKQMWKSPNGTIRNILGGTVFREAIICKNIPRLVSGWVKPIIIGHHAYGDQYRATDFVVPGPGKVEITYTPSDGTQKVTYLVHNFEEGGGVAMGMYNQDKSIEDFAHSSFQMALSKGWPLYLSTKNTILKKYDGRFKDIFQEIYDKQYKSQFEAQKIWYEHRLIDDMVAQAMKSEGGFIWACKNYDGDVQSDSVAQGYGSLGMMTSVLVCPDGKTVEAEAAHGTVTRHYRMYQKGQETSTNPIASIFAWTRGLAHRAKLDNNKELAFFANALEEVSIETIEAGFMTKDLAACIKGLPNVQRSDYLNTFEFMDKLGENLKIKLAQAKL
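IDH1-R132H (0.5 ug/mL) preincubated 30 min with compound, then NADPH (0.016 mM) and alpha-KG (2 mM) added; 80 min at RT, pH 7.5. Remaining NADPH coupled via diaphorase/resazurin to fluorescence (540/590 nm); concentration-response curves normalized to no-enzyme control.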
D2 agonist: HTS Assay for Allosteric Agonists of the Human D2 Dopamine Receptor: Primary Screen for Agonists; D(2) dopamine receptor (Homo sapiens), P14416; HEK293 T-REx D2 cells, calcium flux agonist mode; activation, % at 2 µM; 340,000 tested, 0.53% active;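 active = activation over 3 SD above normal in the single-dose calcium agonist read, cut at about 30% in these data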; also: 0% is about no effect
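Tetracycline-induced HEK293 T-REx cells with force-coupled D2 receptor, plated overnight at 30 C, loaded with no-wash calcium dye. After a 10 s baseline, compound was pin-added and calcium flux read kinetically for 180 s; calcium rises flagged agonists.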
TrxR1 inh: qHTS Assay for Inhibitors of Mammalian Selenoprotein Thioredoxin Reductase 1 (TrxR1): qHTS. Thioredoxin reductase 1, cytoplasmic (Rattus norvegicus), O89049. recombinant rTrxR1, NADPH fluorescence consumption, selenite substrate. Potency, µM (titrated, usually from 114 µM), for the others: at the top dose activity change, negative = inhibition, hits mostly inhibitors. 390,000 tested, 1% active. AID 588453, 2011; also: potency is read from the fitted curve at half-maximal effect; % is scaled to controls: 0 for no effect and ±100 for the full control effect; nearly all actives have a fitted effect of over 65% in size
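Rat TrxR1 (90 nM in the dispensed reagent) was pre-reduced with 400 uM NADPH for 5 min at room temperature, then incubated with compound for 15 min. After 400 uM selenite was added, NADPH fluorescence (Ex 340/Em 450 nm) was followed for 8 min.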
Pin1 inh: qHTS Assay to Find Inhibitors of Pin1; Potency, µM (top dose mostly 115 µM), for the others: top-dose activity, negative = inhibition, most hits filed as inhibitors; Peptidyl-prolyl cis-trans isomerase NIMA-interacting 1 (Homo sapiens), Q13526; AID 504891, 2011; Pin1 FP peptide displacement, HiFluor488, 10 min; 390,000 tested, 0.009% active; active = well fitted inhibition curve with a large enough effect in the polarisation, with a control signal flat, not every such curve was filed as active; inconclusive = small, poorly fitted or top-dose-only effect, or effect the other way, or a change in a side signal; inactive = no such curve, though single readings can be large or run the other way; the % refers to the polarisation; also: potency is read from the fitted curve at half-maximal effect; % is scaled to controls: 0 for no effect and ±100 for the full control effect
Target sequence (Q13526 whole entry, looked up): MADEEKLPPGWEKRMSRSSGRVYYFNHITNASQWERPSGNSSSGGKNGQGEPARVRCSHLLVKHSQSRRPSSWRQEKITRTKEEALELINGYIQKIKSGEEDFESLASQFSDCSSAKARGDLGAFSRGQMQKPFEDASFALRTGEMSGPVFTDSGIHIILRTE
TRHR PAM: qHTS for Small Molecule Agonists and Allosteric Enhancers of Human TRH Receptor: Primary Screen for Enhancers; TRHR cells, fluo-8 calcium fluorescence, EC20 TRH enhancement; 360,000 tested, 0.66% active; enhancement, % at 2 µM; AID 493056, 2011; in the data active = enhancement above about 30%; also: 0% is about no effect
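Enhancer read-out: after compound pinning and an initial kinetic agonist-mode read, an EC20 of TRH (10 nM final) was injected and fluo-8 calcium signal (Ex 480/Em 530) followed at 1 s/cycle for 100 cycles in TRHR-expressing cells.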
TrxR1 substrate: qHTS Assay for Substrates of Mammalian Selenoprotein Thioredoxin Reductase 1 (TrxR1): qHTS; purified TrxR1 substrate turnover, NADPH consumption readout; Thioredoxin reductase 1, cytoplasmic (Rattus norvegicus), O89049; AID 588456, 2011; Potency, µM (titrated, usually from 114 µM), for inactives: at the top dose activity change, negative = substrate turnover; 390,000 tested, 0.01% active; also: potency is read from the fitted curve at half-maximal effect; % is scaled to controls: 0 for no effect and ±100 for the full control effect; nearly all actives have a fitted effect of over 50% in size
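Rat TrxR1, dispensed at 90 nM, was prereduced with 400 uM NADPH (final) for 5 min at ~22 deg C, then incubated with compound 15 min before 400 uM selenite. A first-read NADPH fluorescence drop versus no-compound background flagged substrates.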
The depositor's hits bear a star; ? = inconclusive; . = not tested or not shown; & = joins results of further samples; [ ] = dose if it differs, or a comment. Unless noted, calls follow the shape of the dose curve; as a rule, active = well fitted inhibition curve with a large enough effect; inconclusive = small, poorly fitted or top-dose-only effect; inactive = no such curve, though single readings can be large or run the other way. A portion of the library; rates above refer to the full screens.

canonical_smiles	USP1 inh	D2 antagonist	TRHR ag	IDH1 R132H inh	D2 agonist	TrxR1 inh	Pin1 inh	TRHR PAM	TrxR1 substrate
O=C(O)C1C2C=CC(C2)C1C(=O)NCCc1cccc(Cl)c1 (centres undefined)	2.6%	-4.2	0.1	-0.6%	4.2	2.1%	-5.5%	-7.2	1.2%
Cc1nn(Cc2ccc(F)cc2)c(Cl)c1/C=N/NC(=O)c1ccccc1	-15.9%	0.8	1.3	8.3%	0.1	16.8%[57.1 µM]	-0.5%	3.8	-6.3%[57.1 µM]
O=C(c1ccco1)[C@@H]1[C@@H]2C(=O)N(c3ccc(F)cc3)C(=O)[C@@H]2[C@H]2C=Cc3ccccc3N21	?	42.6*	1.7	-1.3%	0.8	1.9%[57.1 µM]	?	-2.3	9.5%[57.1 µM]
O=C(Nc1cccnc1)c1c(F)cccc1F	-10.5%	14.7	0.4	-4.2%	-0.1	-0.7%	-4.5%	-1.0	5.3%
Cc1ccc(OCc2cc(C(=O)NC3CCOC3)no2)cc1C (centres undefined)	-11.6%	-29.3	-0.1	5.9%	0.6	23.1%	-13.7%	-0.5	-2.2%
Cc1cc(C)nc(NS(=O)(=O)c2ccc(NC(=O)C3CC(=O)N(c4ccccc4)C3)cc2)n1 (centres undefined)	-12.3%	-10.2	-0.4	-3.1%	-1.9	-0.8%[57.1 µM]	-1.5%	0.1	3.1%[57.1 µM]
CCn1c(=O)n(-c2ccc(F)cc2)c(=O)c2sc3ccccc3c21	-12.7%	.	0.4	4.0%	.	11.3%	3.0%	-3.5	6.8%
CCOC(=O)C1=C(C)NC2=C(C(=O)c3ccccc32)C1c1ccc(O)cc1 (centres undefined)	-15.3%	-7.2	0.6	6.0%	0.9	-1.1%	0.0%	2.5	0.0%

canonical_smiles	USP1 inh	D2 antagonist	TRHR ag	IDH1 R132H inh	D2 agonist	TrxR1 inh	Pin1 inh	TRHR PAM	TrxR1 substrate
CCCOC(=O)c1ccc(Oc2cn[nH]c2-c2ccc(OC)cc2O)cc1	-7.3%	-1.3	-0.5	-1.1%	-0.5	4.8%	48.4%[activator]	9.1	-9.9%
COc1ccc(CCNC(=O)CCNS(=O)(=O)c2cc(Br)cnc2N)cc1OC	-1.6%	-8.3	-0.1	6.5%	0.2	34.0%[activator][57.1 µM]	3.9%	-5.8	14.1%[57.1 µM]
Cc1ccc(-n2nc(C(=O)N3CCCCC3)c(=O)n(C)c2=O)cc1	10.5%	.	0.4	-15.2%	1.3	10.2%[57.1 µM]	-2.1%	-1.3	-4.5%[57.1 µM]
C[C@@H](CO)NC(=O)c1ccc2c3n(nc2c1)-c1ccccc1CO3	-14.0%	-5.6	0.1	-3.8%	0.0	10.2%[57.1 µM]	3.4%	3.0	26.3%[57.1 µM]
CCCCCSc1nnc(-c2ccc(Br)cc2)o1	-2.9%	.	-0.4	.	-0.6	6.6%	?	-0.7	-4.5%
Cc1ccc(CN2CCC(CNC(=O)C3CCCN(c4ncnc5c4nc4n5CCCCC4)C3)CC2)cc1 (centres undefined)	-24.7%	-0.9	0.1	0.0%	0.0	29.8%	-14.0%	0.5	4.6%
CN(CCc1ccccc1)C(=O)c1cccc(NC(=O)Cc2cccc(NC(=O)C3CCN(C(=O)C4CCCC4)CC3)c2)c1	-31.2%	.	.	-0.7%	.	?	3.2%	.	-2.0%
O=S(=O)(c1ccc(Br)cc1)N1CCOC12CCCCC2	-20.0%	-24.7	-1.5	13.9%	0.3	22.5%[57.1 µM]	-1.4%	-3.0	9.0%[57.1 µM]

canonical_smiles	USP1 inh	D2 antagonist	TRHR ag	IDH1 R132H inh	D2 agonist	TrxR1 inh	Pin1 inh	TRHR PAM	TrxR1 substrate
Cc1cccc(-c2nc(S(=O)(=O)c3ccc(F)cc3)c(NCCCN3CCOCC3)o2)c1	-11.3%	12.8	-0.4	8.7%	-0.1	3.8%	-2.2%	7.0	-6.4%
O=C(NCCN1C(=O)S/C(=C\c2cccnc2)C1=O)c1ccc(S(=O)(=O)N2CCCC2)cc1	-16.9%	-9.5	-0.3	9.7%	-1.5	-11.3%	-4.5%	-2.0	-4.2%
CCc1ccccc1NC(=O)CN1CCC(NC(=O)COC)CC1	-15.0%	25.1	0.2	19.0%	0.2	6.5%	-3.1%	-1.2	7.8%
O=C(O)c1ccc(CSc2nnc(SCc3ccccc3)s2)cc1	-11.8%	-0.5	-0.1	1.1%	-0.3	16.3%[57.1 µM]	-10.6%	3.5	17.8%[57.1 µM]
CCOc1ccccc1N(CC(=O)NC1CCCCC1)S(=O)(=O)c1ccc(C)cc1	-6.8%	0.4	-0.9	4.4%	0.0	-5.1%	-1.3%	1.3	-7.2%
COC(=O)c1ccc2c(=O)n(Cc3ccc4c(c3)OCO4)c(=S)[nH]c2c1	-0.6%	-5.6	-0.4	-2.3%	0.0	25.1%	5.7%	-4.8	5.1%
O=C(Nc1ccc2c(c1)OCO2)c1c[nH]c(=O)n(-c2ccc(F)cc2)c1=O	-20.9%	-0.9	0.3	9.0%	0.4	-7.4%	-8.0%	-1.7	-12.1%
CC(CCOS(N)(=O)=O)c1ccccc1 (centres undefined)	-9.2%	28.2	-0.2	10.0%	-0.3	15.4%	-2.7%	-5.4	2.7%

canonical_smiles	USP1 inh	D2 antagonist	TRHR ag	IDH1 R132H inh	D2 agonist	TrxR1 inh	Pin1 inh	TRHR PAM	TrxR1 substrate
CCOC(=O)C1CCCN(C2=NC(=O)/C(=C/c3ccc(OC)c(OC)c3)S2)C1 (centres undefined)	-7.3%	.	-0.3	-6.0%	.	12.5%	-0.1%	0.9	-2.2%
CSc1ccc(CN(C)C(=O)c2ccc(S(=O)(=O)Nc3c(C)n(C)n(-c4ccccc4)c3=O)cc2)cc1	-14.0%	.	.	-9.0%	.	16.1%	0.3%	.	-0.4%
CC1(C)Cc2c(sc(NC(=O)c3ccc(S(=O)(=O)N4CCCCCC4)cc3)c2C#N)C(C)(C)N1	-11.0%	-1.0	-0.7	0.0%	1.3	?	-1.0%	5.0	12.0%
O=C(OCc1ccc(-c2ccccc2)cc1)c1cccc(O)c1	?	.	0.4	0.1%	.	15.7%	10.1%	0.2	1.8%
Cc1nn(CC(=O)NCc2cccnc2)c(C)c1[N+](=O)[O-]	-20.1%	-0.6	0.4	0.0%	-0.3	16.3%	17.1%	-3.6	-1.0%
CC(C)C(=O)NCCc1nc2ccccc2n1CCc1ccccc1	-7.2%	-7.0	-0.1	4.3%	-0.7	30.5%[57.1 µM]	0.1%	1.5	-9.0%[57.1 µM]
Clc1ccccc1-c1nc(-c2ccncc2)no1	-7.8%&-6.7%	-19.0&-7.1	-0.8&-0.3	5.2%&8.6%	-3.2&-1.0	-6.5%	-5.1%&2.8%	4.2&-0.3	-2.2%
CN(CC(=O)Nc1ccc(Cl)c(Cl)c1)C(=O)CC1OC(=O)c2ccccc21 (centres undefined)	-16.2%	2.2	-0.4	-0.9%	-1.5	9.1%	6.5%	9.8	-3.0%

canonical_smiles	USP1 inh	D2 antagonist	TRHR ag	IDH1 R132H inh	D2 agonist	TrxR1 inh	Pin1 inh	TRHR PAM	TrxR1 substrate
Cc1sc2ncnc(OCC(=O)N3CCN(S(=O)(=O)c4ccc(Cl)cc4)CC3)c2c1C	-1.9%	.	1.0	4.3%	.	1.3%	18.7%	-5.2	-8.2%
O=C(O)C1CCCCC1C(=O)NCCc1ccccc1 (centres undefined)	-7.5%	-6.4	0.2	9.5%	4.7	15.5%	-1.9%	3.5	7.8%
CCOC(=O)C1(CCc2ccccc2)CCN(Cc2c(O)cccc2OC)CC1	-2.9%	36.7*	-0.1	6.9%	-0.1	6.9%[57.1 µM]	?	0.5	4.4%[57.1 µM]
O=C(COc1ccccc1)Nc1nnc(COc2ccccc2)s1	-10.8%	9.3	-0.4	-1.1%	-0.1	13.5%	2.4%	-9.6	3.8%
CC1=CC(=O)C(C(C)C)=C/C1=C(\c1cc(C(C)C)c(OP(=O)(O)O)cc1C)c1ccccc1C(=O)O	-19.7%	-5.5	0.0	-5.9%	-0.9	19.3%[57.1 µM]	.	-0.7	-16.9%[57.1 µM]
COc1ccc(C(C)=O)cc1CSCCC(=O)O	0.1%	-4.5	0.1	1.6%	0.3	-4.5%[57.1 µM]	-0.1%	3.6	-1.8%
